# Screens from PubChem.
# CCHFV vOTU inh = CCHFV vOTU protease inhibition; Pep-AMC fluorescence; inhibition, % at 11.5 µM; hit rate 0.55% among 370,000; in the data active = inhibition above about 30%; also: 0% = vehicle wells with enzyme and 100% = no enzyme wells
# Rv3671c inh = Rv3671c (M. tuberculosis) protease inhibition; P9WHR9; inhibition, % at 5.96 µM; hit rate 0.048% among 320,000; AID 2606; in the data active = inhibition above about 38%;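 also: extracellular domain of Rv3671c used as enzyme; 0% = enzyme with DMSO and 100% = no enzyme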
# Target sequence (P9WHR9 whole entry, looked up, the tested form may be a part): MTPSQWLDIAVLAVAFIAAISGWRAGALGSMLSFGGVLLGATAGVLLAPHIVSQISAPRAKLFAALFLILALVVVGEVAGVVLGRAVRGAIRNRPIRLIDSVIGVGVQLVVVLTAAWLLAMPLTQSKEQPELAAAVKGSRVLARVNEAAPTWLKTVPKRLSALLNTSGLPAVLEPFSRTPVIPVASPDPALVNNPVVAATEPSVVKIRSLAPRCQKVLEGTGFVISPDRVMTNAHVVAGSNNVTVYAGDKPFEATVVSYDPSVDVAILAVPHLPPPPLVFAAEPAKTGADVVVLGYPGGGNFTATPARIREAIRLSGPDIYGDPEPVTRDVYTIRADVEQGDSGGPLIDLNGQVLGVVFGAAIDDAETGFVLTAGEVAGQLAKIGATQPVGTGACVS
# BoNT F protease = inhibitors of Botulinum neurotoxin F light chain protease; Multiplex microsphere protease cleavage assay, flow cytometry; AID 588497; inhibition, % at 10 µM; hit rate 0.22% among 360,000; in the data active = inhibition above about 35%, passing the limit was not always enough; inconclusive = no clear call, values can overlap the other calls; also: plate controls were buffer without enzyme for full effect and enzyme alone for no effect
# PrPC surface inh = cell surface PrPC inhibition, primary TR-FRET screen | P04156 | TR-FRET read-out | inhibition, % at 13.8 µM | hit rate 0.43% among 370,000 | AID 720596; in the data active = inhibition above about 24%; also: 0% = median of the test wells and 100% = reference compound wells
# BoNT-A LC inh2 = blocks Botulinum neurotoxin A light chain protease | multiplex microsphere protease substrate cleavage, flow cytometry | inhibition, % at 10 µM | hit rate 0.17% among 360,000 | AID 588499; also: plate controls were buffer without enzyme for full effect and enzyme alone for no effect
# SSB-PriA inh = blocks PriA binding to SSB C-terminal tail; AlphaScreen SSBct-PriA binding, biotinylated peptide; inhibition, % at 33 µM; hit rate 0.6% among 430,000; in the data active = inhibition mostly above about 37%, no sharp cut-off; inactive = mostly below about 20%;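 also: plate controls were negative control peptide for no effect and reference peptide for full effect; strong numbers were not always called active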
# DUSP3 inh = blocks human VHR1 dual specificity phosphatase; P51452; recombinant VHR phosphatase, pNPP absorbance; inhibition, % at 13.3 µM; hit rate 0.52% among 290,000; in the data active = inhibition above about 50%; also: some compounds called inactive have numbers as strong as hits
# Target sequence (P51452 whole entry, looked up): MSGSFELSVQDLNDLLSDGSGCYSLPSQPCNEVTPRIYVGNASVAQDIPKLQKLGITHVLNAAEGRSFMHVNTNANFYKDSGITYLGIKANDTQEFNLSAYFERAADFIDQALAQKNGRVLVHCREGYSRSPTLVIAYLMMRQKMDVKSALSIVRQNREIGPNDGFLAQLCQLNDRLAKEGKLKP
# 3CLpro inhibitor = SARS-CoV 3CLpro protease inhibition; inhibition, % at 6 µM; hit rate 0.14% among 290,000; recombinant SARS-CoV 3CLpro, quenched FRET peptide cleavage; in the data active = inhibition above about 12%
# MazF activator = activators of E. coli MazEF toxin-antitoxin RNase; P0AE70; FAM/BHQ RNA-DNA oligo cleavage fluorescence, 5 h; activation, % at 20 µM; hit rate 0.32% among 350,000; in the data active = activation above about 50%
# Target sequence (P0AE70 whole entry, looked up): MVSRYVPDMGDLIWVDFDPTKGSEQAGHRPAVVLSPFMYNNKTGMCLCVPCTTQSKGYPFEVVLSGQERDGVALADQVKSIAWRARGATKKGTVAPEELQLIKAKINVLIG
# Anthrax LF inh2 = inhibitors of Bacillus anthracis lethal factor protease; multiplex microsphere protease cleavage assay, LF; hit rate 0.12% among 360,000; inhibition, % at 10 µM; P15917; AID 588501; also: plate controls were buffer without enzyme for full effect and enzyme alone for no effect
# * hit, by the source's call; u = inconclusive; x = not tested or not shown. Rule as the data show it, unless noted: active = inhibition above about 30%; inconclusive = no clear call, values can overlap the other calls; inactive = below that. A portion of the library. The share of hits here may be higher or lower than overall.
SMILES,CCHFV vOTU inh,Rv3671c inh,BoNT F protease,PrPC surface inh,BoNT-A LC inh2,SSB-PriA inh,DUSP3 inh,3CLpro inhibitor,MazF activator,Anthrax LF inh2
CCc1ccc(NC(=O)CC2C(=O)N(c3ccc(OC)cc3)C(=O)N2CCOC)cc1 (centres undefined),-8,x,u,0,-1.9,-4,-7,1,4,14
COc1cccc(N(CC(=O)NC2CCCC2)C(=O)Cn2nnc(-c3ccc(C)o3)n2)c1,0,-4,4,-2,-3.4,-8,6,1,-16,0
CC1=NN(c2ccccc2)C(=O)C1/C=C1/C(=O)NC(=O)N(c2cc(C)cc(C)c2)C1=O (centres undefined),-4,-50,-3,0,-0.5,-3,27,1,7,-8
Cc1csc(=O)n1CC(=O)OCC(=O)N(CC(C)C)c1c(N)n(Cc2ccccc2)c(=O)[nH]c1=O,9,-1,-2,3,-0.2,-9,x,x,-1,2
C=C1[C@@H](OC(C)=O)[C@]23C[C@@H]1[C@@H](OC(C)=O)CC2[C@]12C4C[C@H]3[C@H]1N(CC)C[C@]4(C)CC[C@@H]2O (some centres undefined),-7,2,1,3,0.3,0,x,x,4,-4
CCOc1cc(C2C(C(=O)N3CCCCC3)=C(C)NC3=C2C(=O)CC(C)(C)C3)ccc1O (centres undefined),-3,-3,-4,0,-0.9,-16,9,2,13,-3
O=C(O)c1ccc(Br)c(S(=O)(=O)N2CCCC2)c1,-7,1,5,2,5.5,-8,-2,3,-5,-5
CN(C1(C)CCS(=O)(=O)C1)S(=O)(=O)c1ccc(F)cc1 (centres undefined),0,7,-9,1,-1.1,-29,37,-5,3,-2
COc1cccc(CN2CCN(C(=O)CC(C)C)CC2)c1,-9,0,0,6,-0.6,-3,10,-2,5,-3
Cc1ccc(S(=O)(=O)N2CCCC2CNC(=O)c2ccccc2)cc1 (centres undefined),-7,-2,0,3,0.4,-22,x,x,3,-5
Cc1ccccc1CN1C[C@@H]2C[C@@H](c3cnc(N4CCOCC4)s3)N3CCC[C@@]23C1=O,22,1,2,5,2.4,5,8,-4,10,0
CCCC(=O)c1ccc(N2CCN(S(=O)(=O)c3ccc(C)cc3)CC2)c(F)c1,-1,-13,-4,1,1.9,-2,2,-1,-4,4
COc1ccc2nc3oc(C(=O)NC4CCN(Cc5ccccc5)CC4)cc3cc2c1,-19,6,10,-11,1.8,-19,27,-1,3,6
CCOC(=O)CN(C(=O)COc1nc(-c2ccccc2)cc(C)c1C#N)c1cccc(OC)c1,-8,-6,3,8,0.1,-14,14,-3,3,4
Cc1cc(/C=C(\C#N)C(=O)Nc2ccc(Cl)cc2)c(C)n1-c1ccc(N2CCOCC2)c([N+](=O)[O-])c1,20,-9,-2,7,-2.8,-7,-7,-3,1,-14
CCOCCCNC(=O)CCS(=O)(=O)Cc1ccc(C)cc1,-5,-2,0,7,1.0,-7,-1,0,0,1
Oc1ccccc1OCCOc1ccccc1OCCOc1ccccc1O,9,-8,0,-4,1.0,1,11,3,5,5
O=C(CN1C(=O)c2cccnc2Oc2ccc(Cl)cc21)Nc1ccc(F)cc1,-2,-2,-16,7,0.1,-7,21,8,5,0
COc1ccc(/C=C2\N=C(C)N(c3ccc4ccccc4c3)C2=O)cc1OC,9,-16,7,-12,-0.2,-3,8,2,-1,0
Cc1cc(OCCCCN2C(=O)NC(C)(C)C2=O)ccc1[N+](=O)[O-],8,-2,-4,4,0.5,-1,13,1,7,-6
OCc1nc2ccccc2n1Cc1c(F)cccc1Cl,-2,7,-3,3,0.0,-1,6,-1,12,-1
CCOc1ccc(NC(=O)c2cccc(NC3=NC4CS(=O)(=O)CC4S3)c2)cc1 (centres undefined),9,4,-2,5,-0.2,3,9,-2,4,-5
CCOc1ccc(CCNC(=O)COC(=O)Cc2ccc(F)cc2)cc1OCC,13,1,1,-3,5.4,-13,x,x,5,3
CCOC(=O)CC(=O)NC(CC(=O)OC)c1ccc(Br)cc1 (centres undefined),6,0,4,6,1.0,-5,9,-2,0,10
O=C(c1ccccc1F)N1CCN(c2ccc([N+](=O)[O-])c(N3CCOCC3)c2)CC1,0,-8,-2,-29,-0.1,12,0,-3,2,2
CC(=O)c1cccc(NC(=O)COC(=O)CC2CC3CCC2C3)c1 (centres undefined),8,-4,-4,9,-0.5,-2,x,x,2,-6
Cn1c(NCCc2ccncc2)nc2cc(-c3cccc(C(F)(F)F)c3)sc2c1=O,1,x,-7,-11,-0.3,x,x,x,x,-10
Cc1cc(C)nc(-n2nc(C)cc2NC(=O)CNCc2ccccc2)n1,16,5,-13,-3,-1.2,6,-17,-4,17,-4
COc1ccc(N(C(=O)Cn2nnc3ccccc32)C(C(=O)NC(C)(C)C)c2ccc(OC)c(O)c2)cc1 (centres undefined),7,10,3,0,-0.4,-12,20,2,3,5
Cc1c(C)c2c(OCC(=O)O)cc3c(c2oc1=O)CCC(C)(C)O3,-251,-2,-21,3,-3.3,8,x,-4,-8,-3
CCN(CC)CCn1c(SCC(=O)NCCC2=CCCCC2)nc2c(sc3ccccc32)c1=O,-14,-1,-2,-13,0.9,-10,12,1,10,-5
CCC1(C)N([O-])C(C)=C(c2ccccc2)[N+]1=O (centres undefined),18,-3,-2,-3,0.3,3,6,-1,19,-2
COc1ccc([C@H]2CN(c3ccccc3)C(=O)[C@@H]2CC(=O)Nc2ccccc2)cc1,-14,x,-2,-8,-0.2,x,x,x,-5,4
CC1CN(C(=S)Nc2ccc(S(N)(=O)=O)cc2)CC(C)O1 (centres undefined),-2,0,1,3,1.6,-4,37,-6,-1,0
Cc1cc(C(=O)COC(=O)c2ccncc2)c(C)n1Cc1ccco1,-3,6,-12,-7,0.2,11,5,3,8,-5
COc1ccc(CNC(=O)C2CCN(S(=O)(=O)c3ccc4nc5c(c(C(=O)O)c4c3)CCCC5)CC2)cc1,-5,x,1,2,-0.4,x,x,x,8,-7
CC(=O)/C(=N\Nc1ccc(C)cc1)N1CCOCC1,0,6,-3,12,-0.3,x,3,-1,-6,-5
COc1ccc2nc3ccccc3nc2c1NC(=O)c1ccccc1Cl,-2,-6,0,-40,1.0,-7,17,0,10,8
CCOc1ccccc1NC(=O)Cn1nc(-c2ccco2)ccc1=O,-14,10,13,-6,1.8,-11,-19,-2,1,-5
Cc1cc(C)cc(OCC(=O)OCC(=O)c2cc(C)n(C3CC3)c2C)c1,0,-4,-1,6,2.1,-2,10,2,6,4
O=C(O)c1ccc(Nc2ncnc3scc(-c4ccccc4)c23)cc1,3,1,1,1,-1.0,5,18,5,-9,-6
COc1cc(-c2cc(NC(C)=O)c3ncc(-c4cc(OC)c(OC)c(OC)c4)n3c2)cc(OC)c1OC,14,x,-7,-13,-0.4,x,x,x,x,-5
Cc1ccc(-n2cc(S(=O)(=O)c3ccc(C)cc3)[nH]c2=O)cc1,4,-2,-8,1,0.8,-15,10,-3,-1,-7
CCN(CC)C(=O)CSc1nc(Cc2ccccc2)nc2ccccc12,2,x,u,7,1.6,2,39,3,4,40*
CCOC(=O)c1ccccc1NC(=O)C=C(C)C,-13,-9,-27,3,-3.4,-22,22,-1,-2,-2
CCNC(=O)NC1c2ccccc2CSc2ccccc21 (centres undefined),-2,-63,x,6,x,-2,x,x,9,x
Cc1ccc(NC(=O)COC(=O)COc2ccc3ccc(=O)oc3c2)cc1[N+](=O)[O-],-10,2,-2,-5,-0.3,-4,x,x,7,-4
CC(C)(O)C#Cc1ccc(CN2CCCC(CO)(Cc3cccc(Cl)c3)C2)cc1 (centres undefined),17,-17,8,-3,0.7,4,39,4,-19,4
O=C(CCCn1c(=S)[nH]c2ccccc2c1=O)N1CCOCC1,-3,6,0,-2,0.4,-5,5,2,-5,1
CCOC(=O)C(=O)c1csc(NC(=O)COc2ccc(N(C)S(=O)(=O)c3ccc(F)cc3)cc2)n1,-12,-3,-8,-1,-1.2,-9,24,2,-1,-2
CCN(CC)C(=O)C1CCCN(C(=O)Nc2ccc3nsnc3c2)C1 (centres undefined),-18,6,-1,-18,-0.7,-4,15,-5,-6,4
CC1(C(=O)Nc2ccc3c(c2)OCO3)CCN1Cc1ccccc1OC(F)F (centres undefined),10,x,2,5,-0.3,x,x,x,x,3
CSCc1c(C(=O)N2CCCc3ccccc32)oc2ccccc12,15,-6,-1,7,-0.8,4,x,x,-9,2
CCCCSCCCNC(=O)C1CCC(CNS(=O)(=O)c2ccccc2)CC1 (centres undefined),18,-7,-14,10,0.1,-5,-10,-1,-2,-5
CC1CCN(c2ccc(-c3ccc(NC(=O)c4ccco4)cc3)nn2)CC1,12,1,6,-10,5.3,0,x,x,-7,-1
O=C(O)CCC(=O)Nc1ccc(S(=O)(=O)c2ccc(NC(=O)CCC(=O)O)cc2)cc1,0,-7,-22,0,-1.4,-16,32,4,4,-4
Cc1cc(NC(=O)CSc2ccc(Cl)cc2)no1,1,4,2,-2,2.0,-9,21,5,-4,-1
CCc1cc(C(=O)N/N=C/c2c(C)[nH]c3ccccc23)cs1,7,11,-3,-4,-1.0,x,20,-2,2,1
COc1ccc2c(C(=O)c3ccc(C)cc3)n(CCCC(N)=O)[n+]([O-])c2c1,15,0,-4,-8,0.1,-4,x,x,6,-5
Nc1n[nH]c(N)c1N=Nc1cccc(C(F)(F)F)c1,1,13,-21,-5,-2.0,21,10,0,7,-3

# Three compounds already listed, ordered by formula weight, ascending.
SMILES,CCHFV vOTU inh,Rv3671c inh,BoNT F protease,PrPC surface inh,BoNT-A LC inh2,SSB-PriA inh,DUSP3 inh,3CLpro inhibitor,MazF activator,Anthrax LF inh2
CCc1cc(C(=O)N/N=C/c2c(C)[nH]c3ccccc23)cs1,7,11,-3,-4,-1.0,x,20,-2,2,1
CC1(C(=O)Nc2ccc3c(c2)OCO3)CCN1Cc1ccccc1OC(F)F (centres undefined),10,x,2,5,-0.3,x,x,x,x,3
O=C(O)CCC(=O)Nc1ccc(S(=O)(=O)c2ccc(NC(=O)CCC(=O)O)cc2)cc1,0,-7,-22,0,-1.4,-16,32,4,4,-4

# Further records:
SMILES,CCHFV vOTU inh,Rv3671c inh,BoNT F protease,PrPC surface inh,BoNT-A LC inh2,SSB-PriA inh,DUSP3 inh,3CLpro inhibitor,MazF activator,Anthrax LF inh2
CCn1cc(Br)c(C(=O)Nc2nccs2)n1,7,-4,-5,7,0.1,-5,22,5,11,-1
CCc1nnc(NC(=O)CSc2nnc(Cc3ccccc3)n2-c2ccc(OC)cc2)s1,-6,-8,-12,5,0.2,-15,27,-7,1,-3
CCOC(=O)c1cc(=O)cc(C(=O)OCC)o1,1,2,7,-2,0.6,-25,28,-1,-5,-3
CC(NC(=O)CN1CCOCC1)c1ccc(F)cc1 (centres undefined),9,-23,-6,-2,-0.8,-1,40,0,2,-3
CCCCCNC(=O)c1cccc(S(=O)(=O)N2CC3(C)CC2CC(C)(C)C3)c1 (centres undefined),18,-22,4,19,-2.8,-10,x,x,0,3
O=C(CCc1ccccc1)NCCCNC(=O)CCc1ccccc1,27,-11,-1,-6,-0.7,-3,x,x,-3,-7
Cc1cccc(NC(=O)c2cnc3sccn3c2=O)c1,0,0,-15,-9,-1.5,-22,12,-1,3,-8
CN(Cc1nc2ccccc2c(=O)[nH]1)C(=O)c1cc2c(s1)CCCCC2,1,1,0,-4,-0.4,2,x,x,-6,-6
COc1cccc(OC)c1OCCNCC1COc2ccccc2O1 (centres undefined),3,-6,-15,-7,-0.8,-3,x,x,-1,-12
O=C(Cn1nnc(-c2ccc(Cl)cc2)n1)NCc1ccco1,3,-3,-5,-1,-0.4,-7,17,3,2,-2
Cc1ccc(C)c(NC(=O)CCc2nnc3ccc(N4CCCC4)nn23)c1,5,2,2,3,1.2,-11,22,-1,2,-2
COc1ccc(NC(=O)CSc2c3c(nc4ccccc24)CCC3)c(OC)c1,5,1,0,12,-0.3,3,-5,-2,1,-3
